Compound activity from PubChem.
XiGFP reactiv: activators of X-chromosome reactivation in mouse fibroblasts | activation, % at 7.58 µM | XiGFP mouse fibroblasts, % GFP-positive cells imaging, 3 d; cells co-treated with 5-aza-dC sensitizer; scaled so ellipticine positive control = 100% | AID 743238 | hit rate 0.055% among 360,000;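 active means mean normalized replicate activation at least 10% and every replicate at or above 10%; inconclusive means only one of the two criteria met; inactive means mean below 10% and not all replicates reach 10%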;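 further: 0% = median of on-plate neutral control wells and 100% = ellipticine 6 µM median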
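System: 68-5-11 XiGFP fibroblast line | Buffer or medium: DMEM containing 5-aza-dC | Compound: Single point | Times: Compounds 3 days, fix/stain 15 min at room temperature | Benchmarks: Positive control ellipticine, 6 µM final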
C2C12 statin: suppressors of simvastatin-induced myotoxicity in C2C12 myotubes; hit rate 0.78% among 330,000; ATP luminescence, 48 h; scaled: DMSO 0, geranylgeraniol control 100; rescue of ATP level, % at 7.49 µM;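 active means mean ATP rescue above about 67%, or every replicate alone reaching that limit, limit read from the data, passing the limit was not always enough; inconclusive means no clear call, values can overlap the other calls; inactive means mean under the limit and some replicate under it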;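 further: myotubes were challenged with 10 µM simvastatin during compound exposure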
S100A4 inh HTS: blocks human S100A4 binding to myosin IIA peptide; P26447; S100A4/TAMRA-MyoIIA peptide fluorescence polarization; inhibition, % at 10.7 µM; hit rate 0.14% among 360,000; AID 652163;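 active means mean inhibition of at least 70% across replicates, with every replicate also reaching that level; inconclusive means mean inhibition reaches 70% but some replicates fall short; inactive means mean inhibition below 70%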
Target sequence (P26447 whole entry, looked up): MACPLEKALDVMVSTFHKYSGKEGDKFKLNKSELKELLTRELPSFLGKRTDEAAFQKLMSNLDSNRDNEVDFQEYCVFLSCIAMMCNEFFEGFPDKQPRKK
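Material: human S100A4 monomer with TAMRA-labelled myosin IIA peptide; buffer or medium: HEPES pH 7.2 with CaCl2, KCl, NaCl, DTT, Triton; compound dosing: one concentration per compound; schedule: 5 min incubation before reading; benchmarks: neutral control DMSO, positive control TFP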
LGR2 inh: blocks bursicon-induced cAMP signaling via Drosophila LGR2 | HEK293 LGR2, CRE-luciferase, bursicon-stimulated, 4 h | inhibition, % at 9.99 µM | hit rate 0.35% among 380,000;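 active means drop in luminescence signal, shown as inhibition above about 50% in the replicate tests, limit read from the data, passing the limit was not always enough; inconclusive means probably only some replicates passing the limit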;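 further: agonist challenge used bursicon conditioned medium at about half maximal strength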
SIRT5 block: inhibitors of human sirtuin-5 desuccinylase; AID 652115; Purified SirT5, succinyl-peptide AMC, trypsin-coupled fluorescence; Q9NXA8; hit rate 1.1% among 330,000; inhibition, % at 15 µM; in the data active means inhibition above about 15%; inconclusive means no clear call, values can overlap the other calls
Target sequence (Q9NXA8 whole entry, looked up): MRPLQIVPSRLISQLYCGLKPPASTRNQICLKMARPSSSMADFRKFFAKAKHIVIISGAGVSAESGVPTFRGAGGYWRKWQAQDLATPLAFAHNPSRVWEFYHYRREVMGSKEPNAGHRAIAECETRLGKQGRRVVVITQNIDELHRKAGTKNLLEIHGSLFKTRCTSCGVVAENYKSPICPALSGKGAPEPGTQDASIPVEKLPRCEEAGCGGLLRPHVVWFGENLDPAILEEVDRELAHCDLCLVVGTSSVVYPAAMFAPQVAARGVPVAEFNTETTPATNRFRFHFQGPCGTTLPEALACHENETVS
Cneo AK release: causes C. neoformans cell lysis. adenylate kinase release luminescence, 4 h; normalised: neutral wells 0, clomiphene wells 100. lysis activity, % at 15 µM. hit rate 0.2% among 360,000. AID 651654;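 active means mean lysis activity across replicates of at least 80%, whatever share of replicates individually reach that level; inactive means mean lysis activity below 80%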
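Material: C. neoformans cells; Schedule: 4 h static compound exposure, 37 °C, read 1 h post-reagent; Measured by: adenylate kinase release luminescence; Read-out: signal increase indicating cell lysis; Controls: Clomiphene as positive lysis control.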
ERAP1 HTS inh: inhibitors of human ERAP1 aminopeptidase | recombinant ERAP1, Leu-AMC fluorescence, 60 min | inhibition, % at 10.7 µM | hit rate 0.15% among 340,000 | AID 652197;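 active means mean replicate inhibition of at least 30%, or all replicates individually reaching that 30% level; inactive means mean below 30% and not every replicate reaching it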;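 further: 0% = neutral control wells and 100% = L-leucinethiol positive control wells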
PGC1a acetyl inh: lowers PGC1a acetylation signal in U2OS cells; AlphaScreen anti-acetyl-lysine; with virally co-expressed GCN5 acetyltransferase; hit rate 0.17% among 350,000; inhibition, % at 15.6 µM;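 active means every replicate shows inhibition of at least 40%; inconclusive means mean inhibition at least 40% but some replicate below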;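 further: 0% = neutral control wells and 100% = positive control wells; some results beyond the cut were filed as inactive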
Active calls of the source: *; u = inconclusive; x = not tested or not shown; & = joins results of further samples; ! = not active in a repeat.

Results follow in this order: XiGFP reactiv	ERAP1 HTS inh	LGR2 inh	SIRT5 block	S100A4 inh HTS	Cneo AK release	C2C12 statin	PGC1a acetyl inh
> Cc1csc(NC(=O)c2cc(-c3ccco3)nc3ccccc23)n1
→ 0.0	1	x	-1	3	-3	-2	9
> CCCCC(=O)N/N=C/c1sccc1C
→ 0.0	0	-62	-1	-4	2	3	9
> CC(C)C[C@H]1CN(CCCC[C@H]2CNC(=O)C(=O)N2CCc2ccccc2)C(=O)C(=O)N1CCC1CCCCC1
→ 2.1	-2	6	1	2	x	x	x
> COc1cc(Cc2cc(N)nc(N)n2)cc(OC)c1OC
→ 0.3	-7	2	-4	2	1	-5	-4
> O=C(COc1c(Cl)cccc1Cl)Nc1ccccc1N1CCCC1
→ 0.5	-5	8	-4	-4	-6	0	-7
> CCN(CC(=O)Nc1c(F)cccc1F)C(=O)CCNC(=O)c1ccc([N+](=O)[O-])cc1
→ 0.0	4	2	-2	-1	-3	-5	x
> Fc1ccc(Nc2nc(N3CCOCC3)nc(N3CCOCC3)n2)cc1
→ 0.1	0	2	-3	1	2	-10	11
> Cc1ccc(NS(=O)(=O)c2ccc3c(c2)CCC(=O)N3)cc1
→ 0.2&-0.1	1	6&8	0&-8	-4&-1	0&-1	0&-4	-1&-2
> O=C(Nc1ccc2c(c1)OCO2)c1ccc(N2CCCC2)c([N+](=O)[O-])c1
→ 0.2	x	-29	x	x	-4	x	-12
> C[C@H](NC(=O)C[C@H]1C[C@@H]2c3cc(NC(=O)NC4CCCC4)ccc3O[C@@H]2[C@H](CO)O1)c1ccccc1
→ 0.3	-4	11	-4	-16	2	1	-7
> CCOC(=O)C1(Cc2ccc(Cl)cc2)CCN(C(=O)c2cscn2)CC1
→ -0.1	-1	-1	6	7	x	x	3
> Cc1noc(C)c1S(=O)(=O)Nc1ccc2c(c1)CC(=O)N([C@@H](C)CO)C[C@H](C)[C@H](CN(C)C(=O)Nc1cccc3ccccc13)O2
→ 0.5	0	16	-1	-2	48	-6	1
> COc1cc(C(=O)N2CCN(c3ccc(C)cc3C)CC2)cc(OC)c1OC
→ 0.1	2	2	1	-1	2	-16	x
> O=C(CSc1ccc([N+](=O)[O-])cn1)Nc1ccc2c(c1)OCCO2
→ 0.0	0	8	-4	7	x	x	x
> O=[N+]([O-])c1ccc(/C=N/N2CCN(Cc3ccccc3)CC2)cc1
→ 0.0	0	-23	1	-1	-3	6	16
> COc1ccc2c(CN3CCCCCCC3)cc(=O)oc2c1
→ -0.1	0	3	-12	-20	0	-12	-12
> CCOC(=O)c1cnn(CCOC(=O)Cc2cccs2)c1NC(=O)Cc1cccs1
→ x	x	-12	x	x	1	-7	-88
> O=[N+]([O-])c1ccc(CN2CCCCCC2)cc1
→ 0.4	-2	6	-3	-4	-1	1	3
> CN(C(=O)CSc1n[nH]c(=O)[nH]c1=O)c1ccccc1
→ 0.3	3	-4	0	-1	0	-2	1
> Cn1c(CCN2CCN(c3ccccn3)CC2)nc2cc(NS(=O)(=O)c3ccc(Cl)cc3)ccc21
→ 0.0	-1	14	-9	2	4	8	13
> C[C@@H]1CN([C@@H](C)CO)C(=O)c2cc(NC(=O)Nc3ccc4c(c3)OCO4)ccc2O[C@H]1CN(C)C
→ -0.9	-4	6	1	0	0	-1	-1
> O=C(CSC(=S)N1CCCCC1)c1ccccc1
→ 0.0	1	67*	-1	0	-9	-5	7
> O=C(Nc1cc(F)ccc1F)N1[C@@H]2CNC[C@H]1C2c1ccc(-c2ccc(F)cc2)cc1 (some centres not stated)
→ 0.0&0.0	-3&-1	-18&-15	6&7	-16&-1	x	x	4&-4
> CNC(=O)COC(=O)COc1ccc2c(C)cc(=O)oc2c1
→ 0.0	1	-11	-3	0	0	2	-1
> COc1ccccc1C1c2c(C)nn(-c3ccccc3)c2NC(=O)C1NC(=O)c1ccccc1 (configuration not stated)
→ 0.2	x	4	x	x	4	9	u
> O=C(C[C@H]1C=C[C@@H](NC(=O)CN2CCOCC2)[C@H](CO)O1)NCCc1ccncc1
→ -0.2	-4	1	-2	12	x	x	-11
> CC1(C)CC(=O)C/C(=N/NC(=O)c2ccc(-c3ccccc3)cc2)C1
→ 0.0	-1	-5	-2	0	x	x	x
> C[C@H](O)C#Cc1cnc2c(c1)C(=O)N([C@@H](C)CO)C[C@@H](C)[C@H](CN(C)C(=O)Nc1ccc(C(F)(F)F)cc1)O2
→ -0.9	0	8	-3	18	3	-3	0
> O=C(CSc1nnc(-c2ccc(F)cc2)c2ccccc12)Nc1ccccc1Cl
→ 0.0	-3	-3	0	1	2	x	x
> CCOc1cc(/C=N/NC(=O)CCn2nc(C)cc2C)ccc1O
→ 0.0	1	6	1	0	x	x	9
> COc1ccccc1C(=O)NC(CCSC)C(=O)NNC(=O)c1ccc(F)cc1 (configuration not stated)
→ -0.1	-1	-20	1	-8	0	-5	x
> CCn1c(O)c(C=NCc2ccccc2)sc1=S
→ -0.1	0	-38	0	9	0	5	x
> COc1ccc(CCC(=O)N(c2nnc(-c3cccnc3)s2)C(C)C)cc1
→ 0.0	-6	0	3	3	x	x	x
> Cc1noc(C)c1NC(=O)N(C)C[C@H]1Oc2c(NC(=O)Nc3ccc4c(c3)OCO4)cccc2C(=O)N([C@@H](C)CO)C[C@@H]1C
→ 0.2	-4	-11	-3	10	-8	-4	11
> CCOC(=O)c1ccc(S(=O)(=O)Nc2cc(C(=O)O)ccc2Cl)cc1
→ 0.1	-2	6	-1	16	x	x	-3
> Cn1c(=O)cc(SCC(=O)N2CCN(C3CCCCC3)CC2)c2ccccc21
→ -0.2	-6	-8	17*	-1	-2	5	32
> Cc1ccc(NC(=O)CNc2ccccc2N2CCCC2=O)cc1S(=O)(=O)N1CCOCC1
→ 0.2	1	11	-6	-6	-1	-7	x
> CCOc1ccc(NS(=O)(=O)c2ccc(C(=O)N(C)CCc3ccc(OC)c(OC)c3)cc2)cc1
→ 0.4	3	-11	0	0	2	-7	-4
> CCCC#Cc1cnc2c(c1)C(=O)N([C@H](C)CO)C[C@@H](C)[C@H](CN(C)Cc1ccncc1)O2
→ -0.9	-2	-8	-1	3	4	18	4
> COCC1CCCN(Cc2cn(Cc3ccccc3)nc2-c2cc3ccccc3o2)C1 (configuration not stated)
→ 0.9	-5	-32	4	14	-3	-21	-11
> COc1cccc(NC(=O)CN(C)C(=O)CSc2nc3ccccc3s2)c1
→ -0.1	0	-7	4	1	x	x	x
> C[C@H](CO)N1C[C@H](C)[C@@H](CN(C)Cc2ccccn2)Oc2ncc(Br)cc2C1=O
→ 0.3&0.0	-3&1&0	26&15	25*!	0&-8&8	0&46&-4	1&-6	0&2&-3
> O=Cc1cn(CCC(=O)O)nc1-c1cc2ccccc2o1
→ -0.1	-3	-9	4	-8	-1	3	x
> COc1ccc(NS(=O)(=O)c2cccc(NC(=O)NCCCl)c2)cc1
→ 0.1	0	-6	0	-9	x	x	-3
> CNC[C@@H]1Oc2ccc(NS(=O)(=O)c3ccc(Cl)cc3)cc2CC(=O)N([C@H](C)CO)C[C@@H]1C
→ -0.5	-1	-10	-2	-1	14	-1	0
> CCOc1ccc(NC(=O)CCC(=O)NNC(=O)NC2CCCCC2)cc1
→ -0.1	2	-10	0	-1	2	-4	x
> CC(C)CN(C(=O)COC(=O)CSc1ccccc1)c1c(N)n(Cc2ccccc2)c(=O)[nH]c1=O
→ 0.4	1	11	-4	-1	-4	-24	x
> COc1ccc(CN(C)C[C@H]2Oc3ccc(NC(=O)Nc4ccc5c(c4)OCO5)cc3C(=O)N([C@@H](C)CO)C[C@@H]2C)cc1
→ 0.0	-2	2	5	9	3	-6	3
> C/C=C/c1ccc([C@@H]2[C@H](CO)N(C(=O)C3CCC3)C23CN(C(=O)NC(C)C)C3)cc1
→ 0.0	2	12	1	6	x	x	x
> O=C(c1ccc(F)cc1)N1CCCCN2[C@H](CO)[C@H](c3ccc(C#CC4(O)CCCC4)cc3)[C@H]2C1
→ 0.1	5	-11	-3	-5	0	x	6
> O=c1[nH]c(=S)c2c(n1-c1ccccc1)CCC2
→ x	-1	4	1	-1	1	12	4
> Cc1ccc(S(=O)(=O)N[C@H]2C=C[C@H](CC(=O)N3CCc4ccccc4C3)O[C@@H]2CO)cc1
→ -0.3	2	14	0	-4	-4	3	-2
> Cc1cc(C)c(Cc2c(C)nc3c(C(=O)NCc4ccco4)cnn3c2C)c(C)c1
→ x	4	56*	7	0	x	x	12
> O=c1[nH]c2cc3c(cc2cc1CN(CC1CCCO1)S(=O)(=O)c1ccc(Cl)cc1)OCCO3 (configuration not stated)
→ x	1	-19	1	1	-2	46	-6
> COc1ccc(NC(=O)C2C3CCC4C(CCC32)C4(Cl)Cl)cc1 (configuration not stated)
→ 0.0	x	-23	x	x	0	-47	11
> C=CCn1c(C)cc(C(=O)CSc2nnc3n(CCC)c(=O)c4ccccc4n23)c1C
→ 0.0	-2	-19	-6	0	-1	15	-4
> COc1ccc2c(c1)OC[C@H]1[C@H]2N2C(=O)[C@H](C)NC(=O)[C@@]2(C)[C@H]1c1ccccc1
→ 0.1	1	-7	-4	3	3	-7	x
> COc1ccc(-c2csc(N3CCC(c4ccccc4)CC3)n2)cc1
→ 0.0	3	8	2	-2	3	x	x
> C=CCC1S/C(=N/N=C/c2cccs2)NC1=O (configuration not stated)
→ 0.2	0	3	2	5	-1	9	-2
> COc1cc(C(=O)N2CCN(c3ccccc3)CC2)c2ccccc2n1
→ 0.5	-3	-4	x	1	1	-40	-34
> COC(=O)CC1C(=O)NCCN1C(=O)CSc1nc2cc(Cl)ccc2o1 (configuration not stated)
→ 0.2	-1	-14	x	5	-1	-3	0
> C[C@H](CO)N1C[C@H](C)[C@H](CN(C)CC2CCCCC2)Oc2ccc(NS(C)(=O)=O)cc2CC1=O
→ -0.7	1	-13	-6	2	-1	11	x

Not all compounds are listed. The share of hits here may be higher or lower than overall.
